Source: PubChem (The Scripps Research Institute Molecular Screening Center)
LEDGF integ inh: blocks HIV-1 LEDGF/p75-dependent DNA integration | AID 743269 | 0.64% of 370,000 active | inhibition, % at 3.7 µM | TR-FRET IN-LEDGF/p75 DNA integration, Eu/Cy5;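 active = inhibition above the screen-wide mean plus 3 SD, cut at about 13% in these data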;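 note: signal is the Cy5 over europium emission ratio at 671 and 618 nm; 0% = plate median of compound wells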
DDE Tn6 FP inh: DD(E)-Tn6 binding inhibition, primary FP screen; Fibrin DD(E) TRITC-Tn6 fluorescence polarization displacement; inhibition, % at 8.3 µM; P02675; 0.21% of 370,000 active;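 active = inhibition above a per-campaign cutoff: mean of compounds within control limits plus 3 SD, cut at about 15% in these data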;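 note: 0% = median of all compound wells on the plate and 100% = blocking peptide control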
ARFGAP1 inh: inhibitors of rat ARFGAP1; Q62848; Arfgap1-stimulated ARF1 GTP hydrolysis, GDP FP detection; inhibition, % at 16.5 µM; 0.26% of 360,000 active;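 active = inhibition above a per-plate limit, mean inhibition of low control wells plus 3 SD, cut at about 25% in these data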;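 note: 0% = DMSO wells with enzyme and 100% = wells lacking Arfgap1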
Target sequence (Q62848 1-136 limits assumed): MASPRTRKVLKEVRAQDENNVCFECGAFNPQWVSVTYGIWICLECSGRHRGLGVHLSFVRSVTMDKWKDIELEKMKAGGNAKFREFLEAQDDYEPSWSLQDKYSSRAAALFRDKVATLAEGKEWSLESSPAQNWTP
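System: truncated rat Arfgap1 GAP domain / Benchmarks: high control wells lacking Arfgap1, low control full reaction with DMSO / Times: compound-enzyme preincubation 20 min, reaction 120 min, detection 60 min, 25 °C / Repeats: one replicate per compound / Also added: human ARF1(Δ1-17)-GTP substrate / Measured by: Tracer-displacement fluorescence polarization with EDTA stop, 620/688 nm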
TDP2 inh: TDP2 (human) inhibition, absorbance primary screen; recombinant TDP2, T5PNP hydrolysis, p-nitrophenol absorbance 415 nm; inhibition, % at 12.8 µM; 0.34% of 370,000 active; AID 720702;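 active = inhibition above the mean of all tested compounds plus 3 SD, set per campaign, cut at about 25% in these data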;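 note: 0% = DMSO with enzyme and 100% = buffer with substrate but no TDP2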
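Evaluation: % inhibition relative to enzyme-containing and enzyme-free wells. Material: recombinant human TDP2. Benchmarks: enzyme-free and DMSO wells. Timing: enzyme reaction with compound for 2 h at 37 °C. Compound dosing: 12.8 µM only. Measured by: p-Nitrophenol epi absorbance. Reagent: T5PNP substrate at 5 mM, a TopII-DNA adduct mimic. Replication: single well per compound.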
ASAP1 GAP inh: inhibitors of human ASAP1 ArfGAP activity | Q9ULH1 | ASAP1-stimulated ARF1 GTP hydrolysis, GDP FP detection | inhibition, % at 16.5 µM | 0.19% of 360,000 active | AID 624377; in the data active = inhibition above about 25%;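 note: 0% = vehicle with enzyme and substrate and 100% = no enzyme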
proKLK7 act: proKLK7 (human) activation, primary screen | purified proKLK7, EDANS-DABCYL substrate fluorescence; 100% is mature enzyme control, 0% vehicle | activation, % at 7 µM | 0.9% of 370,000 active;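 active = activation above the mean of all tested compounds plus 3 SD, computed per campaign excluding outliers beyond control limits, cut at about 13% in these data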
Target sequence (P49862 whole entry, looked up): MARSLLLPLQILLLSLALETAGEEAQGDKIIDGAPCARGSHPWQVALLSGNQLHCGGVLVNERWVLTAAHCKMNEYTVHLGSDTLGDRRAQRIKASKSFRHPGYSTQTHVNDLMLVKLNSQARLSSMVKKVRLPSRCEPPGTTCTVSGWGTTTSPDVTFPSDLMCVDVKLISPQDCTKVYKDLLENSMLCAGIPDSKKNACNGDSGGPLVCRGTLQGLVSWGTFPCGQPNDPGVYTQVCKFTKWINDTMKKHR
ADAM17 inh: inhibits human ADAM17; inhibition, % at 6.95 µM; P78536; 0.83% of 370,000 active; recombinant ADAM17, EDANS/DABCYL FRET peptide cleavage;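 active = inhibition above the mean of compounds lying between control limits plus 3 SD, set per campaign, cut at about 8.5% in these data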;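 note: 0% = DMSO-only wells as the low control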
PLC-gamma1 inh: inhibitors of human phospholipase C gamma1 | 0.84% of 370,000 active | P19174 | purified PLC-gamma1, fluorogenic substrate, fluorescence | inhibition, % at 12.2 µM | AID 720700; in the data active = inhibition above about 9.5%
DDE Tn7 FP inh: disrupts Tn7 cyclic peptide binding to fibrin D-Dimer-E complex; P02675; FP displacement of FITC-Tn7 peptide from fibrin DD(E); 0% = median of compound wells per plate; inhibition, % at 8.3 µM; 0.13% of 370,000 active; AID 720508;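 active = inhibition above the mean of compounds falling within the control limits plus 3 SD of them, cut at about 14% in these data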;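 note: 0% = plate median of compound wells and 100% = 10 µM Aha-Tn7 peptide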
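assay system = human clot-derived fibrin DD(E) complex | quantity = Fibrin-DD(E) at 2 µM final | timing = 10 min preincubation, 3 h with tracer, room temperature | signal = fluorescence polarization | measure = percent inhibition | benchmarks = high control wells with 10 µM unlabelled Aha-Tn7 peptide (full inhibition) | replicates = singlicate testing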
ADAM10 inh: inhibits human ADAM10. inhibition, % at 7 µM. recombinant ADAM10, EDANS/DABCYL FRET peptide cleavage, 3 h. 0.62% of 370,000 active;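 active = inhibition above a per-campaign cutoff equal to the mean of compounds falling between control-based bounds plus 3 SD, cut at about 20% in these data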;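 note: 0% = DMSO wells while the 100% control is not disclosed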
Target sequence (O14672 214-748 limits assumed): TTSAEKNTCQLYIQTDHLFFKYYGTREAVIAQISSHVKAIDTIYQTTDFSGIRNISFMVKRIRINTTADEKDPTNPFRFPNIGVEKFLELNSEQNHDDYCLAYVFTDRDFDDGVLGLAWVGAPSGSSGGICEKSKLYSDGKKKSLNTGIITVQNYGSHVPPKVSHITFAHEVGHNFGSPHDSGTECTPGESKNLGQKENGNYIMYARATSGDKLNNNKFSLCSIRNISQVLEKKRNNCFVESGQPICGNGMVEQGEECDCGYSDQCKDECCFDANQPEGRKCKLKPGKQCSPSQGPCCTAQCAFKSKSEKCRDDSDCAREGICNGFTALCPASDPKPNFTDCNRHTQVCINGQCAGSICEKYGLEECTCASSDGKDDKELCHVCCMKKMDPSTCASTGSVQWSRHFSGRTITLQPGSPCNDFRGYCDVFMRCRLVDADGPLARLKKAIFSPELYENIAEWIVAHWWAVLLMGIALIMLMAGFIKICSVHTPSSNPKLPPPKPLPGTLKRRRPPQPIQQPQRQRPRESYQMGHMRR
* = called active by the depositor; i = inactive.

SMILES	LEDGF integ inh	DDE Tn6 FP inh	ARFGAP1 inh	TDP2 inh	ASAP1 GAP inh	proKLK7 act	ADAM17 inh	PLC-gamma1 inh	DDE Tn7 FP inh	ADAM10 inh
COc1ccc(-c2cc(-c3ccccc3)c(C#N)c(S(C)=O)n2)cc1 (configuration not stated)	-2	-2	-1	15	1	-5.4	i	i	1	i
CNc1ncnc2c1ncn2[C@H]1CN(CCOC)C[C@@H](CO)O1	1	-1	15	-6	-3	-0.1	-1	4	-1	-4
Cc1occc1C(=O)NNC(=O)c1ccc(S(=O)(=O)N(C)C)cc1	3	3	-6	-3	6	0.3	-3	-2	-1	-6
COC(=O)c1cc(Sc2cccc(Cl)c2Cl)ccn1	7	-6	3	13	-8	0.2	1	0	-1	5
Cc1occc1C(=O)NCc1ccc(C(=O)O)o1	2	-1	-3	-4	-2	0.2	-2	-2	-5	14
COc1ccc(CCN(Cc2cc3cccc(C)c3[nH]c2=O)C(=O)NC2CCCCC2)cc1OC	-2	-5	-1	5	-10	0.7	-2	-2	-3	-6
O=C(N/N=C/c1ccccn1)c1ccc2nc[nH]c2c1	-3	4	11	-2	8	-0.1	3	-1	6	-10
C=C(C)CNC(=S)N/N=C(\C)c1ccc(-n2ccnc2)cc1	1	-10	11	1	-8	0.0	-5	0	7	6
Cc1ccc2cccc(NC(=S)NC(=O)c3c(Br)cnn3C)c2n1	3	0	-10	1	-4	-0.4	-3	-9	4	-1
CCCN(C)C1CN(Cc2cn(CCCC(=O)OC)nn2)S(=O)(=O)C1 (configuration not stated)	0	-6	11	9	2	0.3	-3	1	0	-3
CCC(C)N1CCN(C(=O)c2cccs2)CC1 (configuration not stated)	-1	-6	0	8	-3	0.8	-2	-1	-6	3
Cc1cccc(N2CC(O)(c3cccs3)[N+]3=C2CCCC3)c1C (configuration not stated)	-9	-1	8	2	-1	-0.2	-6	1	-1	0
CCOC(=O)c1c(NC(=S)Nc2ccc(Cl)cc2)sc(C)c1C	-2	1	-3	-1	-9	0.6	-5	0	0	-3
Cc1nn(CCCC(=O)NCc2ccccc2)c(C)c1[N+](=O)[O-]	-3	-1	-15	7	-6	-0.1	0	0	5	-3
COc1ccc(-c2cccc(-c3nc4ccc(Cl)cn4c3NC3CCCCC3)c2)cc1	-1	6	3	-3	6	-0.8	-1	-24	0	-23

Single records, as listed above.
COC(=O)c1cc(Sc2cccc(Cl)c2Cl)ccn1 is entered as LEDGF integ inh: 7; DDE Tn6 FP inh: -6; ARFGAP1 inh: 3; TDP2 inh: 13; ASAP1 GAP inh: -8; proKLK7 act: 0.2; ADAM17 inh: 1; PLC-gamma1 inh: 0; DDE Tn7 FP inh: -1; ADAM10 inh: 5
COc1ccc(-c2cccc(-c3nc4ccc(Cl)cn4c3NC3CCCCC3)c2)cc1 is entered as LEDGF integ inh: -1; DDE Tn6 FP inh: 6; ARFGAP1 inh: 3; TDP2 inh: -3; ASAP1 GAP inh: 6; proKLK7 act: -0.8; ADAM17 inh: -1; PLC-gamma1 inh: -24; DDE Tn7 FP inh: 0; ADAM10 inh: -23

(further entries)
SMILES	LEDGF integ inh	DDE Tn6 FP inh	ARFGAP1 inh	TDP2 inh	ASAP1 GAP inh	proKLK7 act	ADAM17 inh	PLC-gamma1 inh	DDE Tn7 FP inh	ADAM10 inh
Cc1cc(=O)[nH]c(N/N=C/c2ccc(O)c(O)c2)n1	-6	0	-2	-5	-4	-1.1	-2	-6	3	-3
CCOc1ccc(NC(=S)NCCCN2CCOCC2)cc1	-1	-1	-9	-4	-9	0.2	-1	1	0	-1
Cc1ccc(S(=O)(=O)NCC(=O)N(CC(=O)NC2CCCC2)CC2CCCO2)cc1 (configuration not stated)	-5	-3	-5	-2	-4	0.7	-2	-2	-5	-1
O=C1SCC(c2ccccc2)=NN1Cc1ccccc1	0	-1	-4	-12	-5	0.0	2	0	2	10
CC(C)(C)OC(=O)N/N=C\c1ccc(OC(=O)c2ccco2)cc1	-2	5	-6	-2	8	0.2	-3	-2	-2	-8
O=C(CNC(=O)c1cccc(S(=O)(=O)N2CCc3ccccc32)c1)Nc1ccccc1Br	2	-2	7	-12	-13	0.0	5	1	4	11
CCCN(CC(=O)Nc1ccccc1C)C(=O)c1cn2ccccc2n1	0	5	-6	6	-6	1.0	-1	-4	10	-9
N#C/C(=C\c1ccccn1)c1nc2ccccc2s1	-5	4	12	-6	9	-1.8	-11	-121	4	-40
CCn1c(SCC(=O)N2c3ccccc3CC2C)nnc1-c1ccco1 (configuration not stated)	4	0	6	3	3	-0.1	-4	4	-5	-2
CC(=NNC(=S)Nc1ccc(C)cc1)c1ccccn1	-6	-3	-1	2	-6	-0.2	8	0	-8	5
Cc1ccc(NC(=O)C(c2ccc(Cl)cc2)N2CCCCC2)cc1 (configuration not stated)	1	-1	2	8	-5	-0.1	-1	1	0	0
CCN(Cc1cnn(C)c1)Cc1nc(C(c2ccccc2)c2ccccc2)no1	0	-2	2	4	11	0.0	-5	-1	-1	-5
COc1ccc(NC(=O)CSc2nc(N)cc(N)n2)cc1S(=O)(=O)N1CCCCC1	2	-6	-3	1	-1	0.2	-3	-2	-1	2
CCSc1nc(-c2ccccc2)c(-c2ccccc2)n1CC(O)CO (configuration not stated)	1	-5	8	8	6	0.2	-6	-4	1	-11
C[C@H](NC(=O)c1[nH]cnc1C(=O)Nc1ccccc1)c1ccccc1	0	0	5	-7	2	0.4	6	0	-2	14
CCc1cccc(CC)c1NC(=O)CO/N=C(\C)c1cccs1	1	3	-2	5	2	-0.5	4	-1	-6	5
Cc1cc(Cl)cc(C)c1OCC(=O)O	2	14	-7	11	5	0.1	-6	1	-1	-1
CCCCc1ccc(S(=O)(=O)NC(=O)C2(C)CCN2C(=O)Cc2ccccc2)cc1 (configuration not stated)	5	3	-10	15	13	0.8	-1	-3	1	-1
O=C1/C(=C/c2ccc(N3CCCC3)cc2)NC(=S)N1C1CC1	-6	-10	3	1	6	0.0	0	-73	-19	12
Cc1ccc(NC(=O)CN2CCc3ccccc3C2)cc1F	0	2	6	1	-6	0.3	-5	1	2	-3
O=C(OCc1nnc(-c2ccccc2)o1)c1ccco1	-1	-13	10	-8	1	-0.3	-6	0	3	-17
O=C(CSc1nc(NS(=O)(=O)c2ccccc2)cc(=O)[nH]1)Nc1ccc(Cl)cc1	0	-7	0	6	10	0.4	-1	1	1	-4
O=C(c1ccc(=O)[nH]c1)N(Cc1ccco1)C1(C(=O)NC2CCCC2)CCCCC1	-2	7	4	0	-1	-0.5	-3	3	-2	9
c1ccc(-n2nnnc2NCCc2c[nH]c3ccccc23)cc1	1	8	8	5	9	0.0	-4	4	0	4
CC(=O)c1cc(CC(=O)N2CCc3c([nH]c4ccccc34)C2c2ccccn2)cs1 (configuration not stated)	-1	3	-3	4	12	0.7	-1	-1	-1	-13
O=C(Nn1cnnc1)c1cc2cc(Br)ccc2oc1=O	0	7	3	5	-1	-0.5	0	-5	5	-4
Cc1c(C)c2ccc(OC(C)C(=O)NCc3ccccn3)cc2oc1=O (configuration not stated)	-2	-4	-9	-3	8	-7.9	-177	-72	-2	i
O=C1CSC(c2ccco2)N1 (configuration not stated)	4	1	4	-3	15	0.8	0	3	-6	7
Nc1ccc2c3c(cccc13)C(=O)N(c1ccccc1)C2=O	-5	11	8	17	3	8.8	-44	i	-3	-146
C=CCNC(=S)Nc1ccc(C)c(S(=O)(=O)N2CCCCC2)c1	-1	1	4	-10	-3	-0.4	-4	2	7	2
C=CCOc1ccc(/C=C/C(=O)N2CCCN(S(=O)(=O)c3c(C)noc3C)CC2)cc1	-3	8	-11	-3	-22	0.6	-2	2	15*	0
CCCSc1nc(N)nc(-c2cccs2)c1C#N	-3	8	5	9	-3	-0.6	-1	-23	-3	-11
CCC(C)NC(=O)Nc1ccc(Br)cc1 (configuration not stated)	-1	3	15	-6	-7	-0.6	1	1	-4	5

In the list so far, these have a halogen.
SMILES	LEDGF integ inh	DDE Tn6 FP inh	ARFGAP1 inh	TDP2 inh	ASAP1 GAP inh	proKLK7 act	ADAM17 inh	PLC-gamma1 inh	DDE Tn7 FP inh	ADAM10 inh
COC(=O)c1cc(Sc2cccc(Cl)c2Cl)ccn1	7	-6	3	13	-8	0.2	1	0	-1	5
Cc1ccc2cccc(NC(=S)NC(=O)c3c(Br)cnn3C)c2n1	3	0	-10	1	-4	-0.4	-3	-9	4	-1
CCOC(=O)c1c(NC(=S)Nc2ccc(Cl)cc2)sc(C)c1C	-2	1	-3	-1	-9	0.6	-5	0	0	-3
COc1ccc(-c2cccc(-c3nc4ccc(Cl)cn4c3NC3CCCCC3)c2)cc1	-1	6	3	-3	6	-0.8	-1	-24	0	-23
O=C(CNC(=O)c1cccc(S(=O)(=O)N2CCc3ccccc32)c1)Nc1ccccc1Br	2	-2	7	-12	-13	0.0	5	1	4	11
Cc1ccc(NC(=O)C(c2ccc(Cl)cc2)N2CCCCC2)cc1 (configuration not stated)	1	-1	2	8	-5	-0.1	-1	1	0	0
Cc1cc(Cl)cc(C)c1OCC(=O)O	2	14	-7	11	5	0.1	-6	1	-1	-1
Cc1ccc(NC(=O)CN2CCc3ccccc3C2)cc1F	0	2	6	1	-6	0.3	-5	1	2	-3
O=C(CSc1nc(NS(=O)(=O)c2ccccc2)cc(=O)[nH]1)Nc1ccc(Cl)cc1	0	-7	0	6	10	0.4	-1	1	1	-4
O=C(Nn1cnnc1)c1cc2cc(Br)ccc2oc1=O	0	7	3	5	-1	-0.5	0	-5	5	-4
CCC(C)NC(=O)Nc1ccc(Br)cc1 (configuration not stated)	-1	3	15	-6	-7	-0.6	1	1	-4	5

The order is random; about 4.2% have a hit in one of these screens.
